Screens as filed in PubChem BioAssay.
KDM5B inhibitor = inhibitors of human KDM5B histone demethylase; Potency, µM (series often up to 57.7 µM), inactives show top-dose activity change, negative = inhibition, actives largely listed as inhibitors; KDM5B demethylase, FDH-coupled NADH fluorescence (FDH is formaldehyde dehydrogenase); Q9UGL1; actives 2.6% (n = 220,000); AID 1347165; active means well fitted inhibition curve with a large enough effect; inconclusive means small, poorly fitted or top-dose-only effect; inactive means no such curve, though single readings can be large or run the other way; further: 0% is about no effect; nearly all actives have a fitted effect of over 70% in size
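qHTS format, multiple compound concentrations. Buffer 50 mM HEPES pH 7.5/0.01% Tween-20; 200 nM KDM5BΔAP final; 10 min compound preincubation; substrate-mix levels 12.5 µM peptide, 25 µM α-KG, 0.25 mM NAD⁺; 30 min RT; ΔRFU.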
* hit, by the source's call; i = inactive; ? = inconclusive; [ ] = dose if it differs, or a comment. Potency means the concentration at half of the fitted maximal effect. The list is partial, so the mix of outcomes need not match the whole.

SMILES	KDM5B inhibitor
O=C(Nc1cc(F)cc(F)c1)N1CCC(Oc2ncccc2C(=O)N2CCCCC2)C1 (stereo not given)	24.0%
Cn1ccc2c(C(=O)N[C@@H]3CCOC[C@H]3Oc3ccccn3)cccc21	i
COc1ccc(-c2cc(C(=O)NC3CC3)c3c(C4CCNC4)noc3n2)cc1 (stereo not given)	79.4µM*
COc1ccc(CN2CC3(CCN(C(=O)Cc4cccc(OC)c4)CC3)C2=O)cc1	0.6%
COc1ccc(C(=O)NCCCNC(=O)c2ccccn2)cc1	-8.9%
Cc1oc(-c2ccccc2)nc1CC(=O)NCCCN1CCOCC1	9.8%
c1ccc2c(c1)OCCOCCOCCOc1ccccc1OCCOCCOCCO2	-6.9%
CC(CNCc1cccs1)CN1CCCCC1 (stereo not given)	-7.6%
CC(C)(Oc1nn(CC2CCOCC2)c2ccccc12)C(=O)NC1CCC(O)CC1 (stereo not given)	?
COc1cccc(NC(=O)C(C)n2cnc3c2c(=O)n(C)c(=O)n3C)c1 (stereo not given)	-6.8%
O=C(NC1CCN(S(=O)(=O)c2ccccc2F)CC1)c1ccco1	14.8%
Cc1ccsc1C(=O)N1CCC(n2cnnc2-c2ccccc2)C1 (stereo not given)	-16.2%
CCOCCCNc1oc(-c2ccc(S(=O)(=O)N3CCCC3)cc2)nc1C#N	?
Cc1cc(C)cc(NC(=O)CCCn2c3ccccc3c(=O)c3ccccc32)c1	?
NC(=O)[C@H]1C[C@@H](O)[C@H](O)[C@H]2[C@@H]1SC(=Nc1ccc(Cl)cc1)N2CC1CCCCC1	-13.6%
CC(=O)c1ccc(C(=O)OC(C)C(=O)c2ccc(C)cc2)s1 (stereo not given)	21.7%
CC(C)NC(=O)N[C@H]1C[C@@H](Cc2cc(-c3ccccc3)on2)C1(C)C	0.5%[86.2 µM]
CCn1cc(S(=O)(=O)N2CCC3(CCC3OC)CC2)cn1 (stereo not given)	28.2%
CNC(=S)NNC(=O)c1csc(C)c1C	-8.8%
CC1CCN(Cc2ccc(C(=O)N3CCCC4(CCNC4)C3)o2)CC1 (stereo not given)	11.4%
COc1ccc(NC(=O)CN2C(=O)COc3ccc(C(=O)COc4ccccc4F)cc32)cc1	-10.0%
CCc1nc2c(c(-c3ccc(OC)cc3)n1)CN(C(=O)c1ccccc1F)CC2	?
O=C(O)CCCC(=O)N1Cc2ccccc2CC2(CCCN(CC3CCCCC3)C2)C1 (stereo not given)	30.3%[activator][115 µM]
COCCNC(=O)C(c1ccc(C)cc1)N(CCOC)C(=O)CCC(=O)Nc1ccccn1 (stereo not given)	1.6%
CC1(C)CN(C(=O)C2CCN(C(=O)C3CCCC3)CC2)CC1(C)O (stereo not given)	-21.1%
CC(C)CN1C(=O)CCc2cc(NC(=O)C3CCC3)ccc21	?
CCC(C)c1ccccc1NC(=O)CSc1ncnc2ccccc12 (stereo not given)	18.9%
CCc1noc(-c2cn(C3CCN(C(=O)c4ccc5[nH]ccc5c4)CC3)nn2)n1	-21.0%
Cc1nc(N2CCCC2)c2c(C(=O)Nc3ccc(Br)cc3F)c(C)oc2n1	-0.8%
COCCNC(=O)[C@H]1C[C@H](Oc2ccccc2)CN1C(=O)c1ccc(F)cc1	17.4%
O=C(NC1CCc2ccccc21)c1ccc(CN2C(=O)NC3(CCOCC3)C2=O)cc1 (stereo not given)	-14.7%
Cn1cc(-c2cc(-c3ccncc3)c3cncn3c2)cn1	31.6µM*
COc1ccc(C2Cn3nnc(C(=O)N4CCC(C(=O)NCC5CC5)CC4)c3CO2)cc1 (stereo not given)	21.3%
Oc1cccc(Nc2ncnc3sc4c(c23)CCCC4)c1	?
CC(=O)N1CCCN(C(=O)c2cnc3c(c2)N(C(=O)Cc2ccc(C(C)C)cc2)CCC3)CC1	-12.8%
Cc1ccc(C(=O)Oc2cccc(OC(=O)c3ccc(C)cc3)c2C)cc1	-7.9%
Cc1cc(NS(=O)(=O)c2cn(C)nc2C)no1	29.1%
COc1ccc(C#CCN(C)/C(N)=N/C(=O)OCc2ccccc2)cc1	11.6%
O=C(CSc1ccc2c(c1)OCCCO2)N1CCCc2ccccc21	12.3%
Cc1cc(C)c2nc(-c3ccccn3)cc(C(=O)O)c2c1	-38.4%
Cc1ccc(C)c(OCc2ccc(-c3nc(C#N)c(N4CCC(C(N)=O)CC4)o3)o2)c1	-23.4%
CC1CCC2(CC1)NC(=O)N(CC(=O)Nc1cccc(C(F)(F)F)c1)C2=O (stereo not given)	25.7%
Cc1cccn2c(Nc3ccc4c(c3)OCCO4)c(-c3ccc(Br)o3)nc12	?
CC(C)CC(=O)N1CCCN(Cc2ccc3c(c2)OCO3)c2ccccc21	?
Cc1ccn2cc(CNC(=O)Cc3cn(C)c4ccccc34)nc2c1	1.0%
C=CCNC(=O)C[C@@H]1CCN(S(=O)(=O)c2c(C)noc2C)C[C@@H]1CC	-17.6%[86.2 µM]
CC(=O)Nc1ccccc1-c1cn(C)c(=O)n2cc(COc3ccc(Cl)cc3)nc12	?
COc1ccc(S(=O)Cc2ccc(C(=O)NCc3cccc(OC)c3OC)o2)cc1 (stereo not given)	-21.2%
CC(C)CC(=O)Nc1cc(C(C)(C)C)ccc1O	20.6%
CCN(c1ccc(C)cc1C)S(=O)(=O)c1nnc(NC(=O)CC(C)C)s1	-5.0%
The list goes on.
SMILES	KDM5B inhibitor
CCc1noc(-c2ccc(NCc3ccccc3)c([N+](=O)[O-])c2)n1	?
COc1ccc(-c2c(C)noc2-c2ccc(O)cc2O)cc1OC	-11.7%
O=C(NCc1cccc(C(F)(F)F)c1)c1ccc(N2CC3CC(C2)[C@H]2CCCC(=O)N2C3)nc1 (stereo not given in full)	-29.7%
Cc1ccc(-n2nnnc2SCC(=O)N2CCN(CC(=O)N3CCCC3)CC2)cc1	5.5%
Cc1ccc(-n2nnnc2SCc2nc(N)c3ccccc3n2)cc1	-5.6%
CC(C)S(=O)(=O)NCC1Cn2cccc2CN1Cc1ccccc1 (stereo not given)	?
CCOc1ccc(NS(=O)(=O)c2ccc3c4c(cccc24)C(=O)N3)cc1	-11.5%
Cc1cc2oc(C(=O)NCC(c3cccs3)N(C)C)cc(=O)c2cc1C (stereo not given)	22.5%
CONC(=O)Cn1c2ccccc2c(=O)c2ccccc21	?
COc1cc(/C=C/c2nc(C#N)c(NCCCn3ccnc3)o2)cc(OC)c1OC	?
CCc1ccc(CNC(=O)c2sc3nc(C)nc(N4CCCC4)c3c2C)cc1	?
O=C(c1ccc(=O)[nH]n1)N1CCc2ncnc(N3CCOCC3)c2CC1	21.1%
CCc1ccccc1NC(=O)CSc1nc2c(oc3ccccc32)c(=O)n1-c1ccccc1F	-3.8%
COc1cccc([S+](=O)([O-])N2CCC3(CC(C)=NO3)C2)c1 (stereo not given)	20.2%[86.2 µM]
CCC(C)NC(=O)Cn1c(=O)n(CC2CCC(C(=O)NC)CC2)c(=O)c2sccc21 (stereo not given)	12.0%
CCn1c(/C=C/c2c[nH]c3ccccc23)nc2ccccc2c1=O	-9.0%
COc1ccc(C(=O)C2CCCN(Cc3ccc4nonc4c3)C2)c(C)c1 (stereo not given)	-10.0%
NCCn1cc(C(=O)N2CCC(c3n[nH]c(=O)n3-c3ccccc3)CC2)nn1	-22.7%
CCc1ccc(NC(=O)CC(c2ccc(C)cc2)N2Cc3ccccc3C2=O)cc1 (stereo not given)	-9.7%
O=C(O)c1ccc(OCc2nnnn2-c2ccc(Br)cc2)cc1	24.1%
COc1ccccc1NC(=O)c1sc2nc(-c3cc4cc(Cl)ccc4oc3=O)[nH]c(=O)c2c1C	7.5%
COc1cc(Cl)c(C)cc1NC(=O)c1sc2nc(C)cc(C)c2c1N	12.7%
CC1=C(C(=O)OC(C)(C)C)C(c2cccc(Cl)c2)NC(=O)N1 (stereo not given)	19.7%
CS(=O)(=O)NC(=O)c1ccc(Br)cc1F	-5.3%
O=C(O)CCc1ccc(S(=O)(=O)Nc2ccc(OCc3ccccc3)cc2)cc1	-6.7%
O=C1/C(=C/c2cccs2)SC(=S)N1C1CCS(=O)(=O)C1 (stereo not given)	1.2%
Cc1cccc(NC(=O)CN2C(=O)NC3(CCS(=O)(=O)CC3)C2=O)c1	22.7%
Cc1ccc(-n2c(=O)c3ccc(C(=O)NCc4ccccc4Cl)cc3n(CC(=O)Nc3cccc(F)c3)c2=O)cc1	?
CCN1CCc2nc3sc(C(=O)c4ccc(F)cc4)c(N)c3cc2C1	?
Cc1noc(C)c1CC(=O)N1CCc2c(c(-c3nncn3C)nn2C)C1	?
CC(C)OC(=O)c1ccc(Cl)c(N)c1	-23.3%
O=C(NCc1nc(-c2ncccn2)no1)[C@H]1CNC[C@@H](C(=O)N2CCCC2)C1	-17.7%
C#CCN(C(=O)c1cc(COc2ccc(C)c(C)c2)on1)C1CCCCC1	12.1%
O=C(NC(C1CC1)C1CC1)c1cncc(Br)c1	11.5%
FC(F)Oc1ccc(NC(=S)NC2CCSc3ccccc32)cc1 (stereo not given)	5.3%
COCCNC(=S)N/N=C/c1c(OC)cc(OC)cc1OC	1.8%
Cc1ccc(-c2nc(CN3CCCC3c3cccs3)co2)cc1 (stereo not given)	3.4%
COCCNC(=O)Cn1cc(S(=O)(=O)Cc2ccccc2)c2ccccc21	-15.7%
COc1ccc2c(c1)c(CN1CCCC(c3nc(C(C)C)no3)CCNC(=O)CC1)cn2C(C)C (stereo not given)	-21.6%
Cc1nc(-c2c3n(c(=O)n(CC(=O)Nc4ccc(F)cc4F)c2=O)CCCC3)no1	9.5%

In the list so far, seven contain a Cl atom.
SMILES	KDM5B inhibitor
NC(=O)[C@H]1C[C@@H](O)[C@H](O)[C@H]2[C@@H]1SC(=Nc1ccc(Cl)cc1)N2CC1CCCCC1	-13.6%
CC(=O)Nc1ccccc1-c1cn(C)c(=O)n2cc(COc3ccc(Cl)cc3)nc12	?
COc1ccccc1NC(=O)c1sc2nc(-c3cc4cc(Cl)ccc4oc3=O)[nH]c(=O)c2c1C	7.5%
COc1cc(Cl)c(C)cc1NC(=O)c1sc2nc(C)cc(C)c2c1N	12.7%
CC1=C(C(=O)OC(C)(C)C)C(c2cccc(Cl)c2)NC(=O)N1 (stereo not given)	19.7%
Cc1ccc(-n2c(=O)c3ccc(C(=O)NCc4ccccc4Cl)cc3n(CC(=O)Nc3cccc(F)c3)c2=O)cc1	?
CC(C)OC(=O)c1ccc(Cl)c(N)c1	-23.3%

(cont.)
SMILES	KDM5B inhibitor
CSc1nc2n(n1)C(c1cccc(Cl)c1)C1=C(CCCC1=O)N2 (stereo not given)	0.4%
CC(C)c1noc(-c2ccn3c(CNC(=O)c4cccc(N(C)C)c4)nnc3c2)n1	28.2µM*
Brc1ccccc1CNCc1ccc(Cn2cncn2)cc1	-15.3%
O=C(NCCCc1nc2ccc(Cl)cc2[nH]1)[C@H]1CCC[C@@H](O)C1	32.3%
CCOCCn1c(=O)c2c(nc3n2CCN3c2ccc(C)c(C)c2)n(C)c1=O	7.5%
COc1cccc(-c2nc(-c3c(C)noc3C)cc3c2cc(C)n3C)c1OC	35.5µM*
COc1cccc(S(=O)(=O)Nc2noc3ccccc23)c1	6.2%
N#Cc1cccc(CN2CC(COc3ccccc3)C3(C2)CN(c2ccccc2)C3)c1 (stereo not given)	39.8µM*
O=C(CSc1nnc(-c2ccncc2)n1-c1ccc(F)cc1)NCc1ccc2c(c1)OCO2	6.8%
CCc1nc2ccccc2c(C(=O)OCc2ccccc2)c1C	11.9%
FC(F)(F)c1cnc2c(c1)[nH]c(=S)n2-c1ccc(Cl)cc1	12.0%
CC(C)c1noc(C2CCCN(C(=O)CCCc3ccccc3)CCC(=O)NCC2)n1 (stereo not given)	30.4%
CCCNC(=O)c1cc(-c2ccc(F)cc2)cn1C	?
O=C(CSc1nnc2c3c4c(sc3ncn12)CCCC4)Nc1ccc(F)cc1F	-3.6%
CCOc1ccc(NC(=O)Cn2ccn3nc4c(c3c2=O)CCCCC4)cc1	?
Cc1cc(OC(C)C(=O)NCCCn2ccnc2)c2c(C)c(C)c(=O)oc2c1 (stereo not given)	?
CC(C)c1nnc(C2CN(C(=O)c3cnccn3)CC23CCOCC3)o1 (stereo not given)	-8.9%
S=C(NCCC(c1ccccc1)c1ccccc1)Nc1ccc(Cl)cc1Cl	-10.9%
COc1ccc(NC(=O)Nc2c(NC3CCCCC3)c3ccccc3oc2=O)cc1	-24.9%
Cc1ccc(N2C(=O)NC(NS(=O)(=O)c3ccccc3)(C(F)(F)F)C2=O)cc1C (stereo not given)	?
Cc1ccc(CCNC(=O)c2ccc3[nH]c(C)c(C)c3c2)cc1	?
CCC(=O)N1CCc2cc(Br)cc(S(=O)(=O)N3CCC(C(=O)Nc4ccccc4F)CC3)c21	9.1%
CCn1nc(C(=O)Nc2cc(Cl)c(N)c(Cl)c2)c2ccccc2c1=O	17.3%
CCc1ccc2ncc(S(=O)(=O)c3ccc(C)c(C)c3)c(N3CCOCC3)c2c1	-1.4%
COc1ccc(CCNC(=O)c2c[nH]n3c(=O)c(Cc4ccccc4Cl)c(C)nc23)cc1OC	?
COc1cccc(N2CC(C(=O)N3CCC(C(=O)NCc4cccc(F)c4)C3)NC2=O)c1 (stereo not given)	1.8%
Cc1cccc(NC(=O)CNC(=O)Cn2c(=O)n(C)c3ccccc32)c1C	17.3%

Another view of some results above.
smiles: CCn1nc(C(=O)Nc2cc(Cl)c(N)c(Cl)c2)c2ccccc2c1=O
  KDM5B inhibitor: 17.3%

smiles: Cc1cccc(NC(=O)CNC(=O)Cn2c(=O)n(C)c3ccccc32)c1C
  KDM5B inhibitor: 17.3%

smiles: CCc1ccc2ncc(S(=O)(=O)c3ccc(C)c(C)c3)c(N3CCOCC3)c2c1
  KDM5B inhibitor: -1.4%

Copied from the list.
For KDM5B inhibitor, CCN(c1ccc(C)cc1C)S(=O)(=O)c1nnc(NC(=O)CC(C)C)s1 is listed with -5.0%
For KDM5B inhibitor, COc1ccc(S(=O)Cc2ccc(C(=O)NCc3cccc(OC)c3OC)o2)cc1 (stereo not given) is listed with -21.2%
